# Source: PubChem BioAssay
# cardiac RTF act = cardiac RTF calcium sensitivity activators, primary screen, biochemical, IANBD-TnC fluorescence, EC20 calcium. activation, % at 7.2 µM. AID 493008, 2010. IANBD-labeled TnC RTF fluorescence at EC20 calcium; 0% EC20 calcium, 100% full calcium. 340,000 compounds, 0.24% hits;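 active = activation above the mean over all tested compounds plus 3 SD, cut at about 30% in these data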;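 also: rise in fluorescence read as greater calcium sensitivity of cardiac thin filaments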
# Mot1-301 SUMO = yeast Mot1-301 growth rescue at high temperature, primary screen, SUMOylation pathway inhibitor project, S. cerevisiae, ATP luminescence, 38.5C. S. cerevisiae Mot1-301 growth rescue; percent above DMSO median, 100 means doubled. growth rescue, % at 18.8 µM. 320,000 compounds, 1% hits;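 active = every valid replicate shows activation above 250% relative to neutral control wells; inactive = the rest, any valid replicate at or below 250%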;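 also: OY570 slx delta 5 strain wells were the positive control but not used for scaling; some compounds called inactive have numbers as strong as hits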
# Cardiac RTF inh = cardiac RTF calcium sensitivity inhibitors, primary screen, biochemical, IANBD-TnC fluorescence, EC70 calcium; Troponin I, cardiac muscle (Homo sapiens) + Troponin T, cardiac muscle (Homo sapiens) + …; IANBD-labeled cardiac RTF, Ca2+ fluorescence; inhibition, % at 7.15 µM; 340,000 compounds, 0.12% hits;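 active = inhibition above the mean inhibition of all tested compounds plus 3 SD, cut at about 17% in these data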;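 also: assay run at fixed EC70 calcium of 1.6 mM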
# PvdQ inh = P. aeruginosa PvdQ acylase inhibitors, primary screen, biochemical, fluorescence, plate reader and imaging, single point; 340,000 compounds, 0.063% hits; PvdQ acylase [Pseudomonas aeruginosa LESB58]; AID 488965, 2010; inhibition, % at 10 µM; purified PvdQ acylase; in the data active = inhibition above about 30%, passing the limit was not always enough;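 also: 0% = vehicle neutral wells and 100% = reference inhibitor wells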
# dFosB act = activators of delta FosB homodimer, primary screen, biochemical, fluorescence polarization, TAMRA-CDK5 oligo, single point. purified delta FosB; percent of positive-control signal above neutral wells. AID 493131, 2011. activation, % at 25 µM. 340,000 compounds, 0.99% hits;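 active = mean activation above about 17%, with every replicate also reaching it, limit read from the data, passing the limit was not always enough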;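 also: fluorescence polarization rise as delta FosB binds a TAMRA Cdk5 AP-1 oligo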
# NSD2 inh = NSD2 histone methyltransferase inhibitors, primary screen, biochemical, AlphaScreen, single concentration, set 2; Histone-lysine N-methyltransferase NSD2 (Homo sapiens), O96028; inhibition, % at 12.5 µM; 310,000 compounds, 0.54% hits; AID 743445, 2014; NSD2 peptide methylation, 120 min; in the data active = inhibition above about 50%
# C-LANA FP = inhibitors of KSHV C-LANA binding to DNA, primary screen, biochemical, fluorescence polarization, FAM-LBS DNA, MBP-C-LANA, single point; Kaposi's sarcoma herpesvirus LANA C-terminal domain (residues 932-1162) DNA binding; inhibition, % at 9 µM; 340,000 compounds, 0.078% hits;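 active = highest replicate inhibition at or above 60% at 9 µM, even if other replicates fall short; inactive = all replicates below 60% inhibition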;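 also: 0% = neutral control wells and 100% = 4 µM acridine orange control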
# Keap1-Nrf2 PPI = Keap1-Nrf2 protein-protein interaction inhibitors, primary screen, biochemical, fluorescence polarization, single point; inhibition, % at 9.4 µM; Kelch-like ECH-associated protein 1 (Homo sapiens), Q14145; AID 504523, 2011; 340,000 compounds, 0.15% hits; Keap1 Kelch-Nrf2 peptide fluorescence polarization, 1536-well; in the data active = inhibition above about 12%;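 also: human Keap1 Kelch domain with fluorescein labeled Nrf2 9mer peptide probe; 0% = neutral control wells and 100% = peptide positive control; higher means more block of Keap1 binding to Nrf2 peptide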
# PfHsp90 yeast 2 = growth inhibition of PfHsp90-expressing yeast, primary screen, antimalarial PfHsp90 inhibitor project, S. cerevisiae, BacTiter-Glo luminescence, single point, set 2 | 310,000 compounds, 0.32% hits | inhibition, % at 9.4 µM | AID 504621, 2011 | BacTiter-Glo ATP, 48 h; yeast lacking PDR1 and PDR3 efflux regulators;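 active = every replicate shows inhibition above about 80%, whatever the replicate mean, limit read from the data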;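 also: 0% = DMSO neutral controls and 100% = 20 µM radicicol positive controls; yeast relying on Plasmodium falciparum Hsp90 in place of its own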
# Rtt109 HAT inh = inhibitors of C. albicans Rtt109/Vps75 HAT, primary screen, biochemical, ThioGlo CoA-SH fluorescence, plate reader | Histone acetyltransferase RTT109 (Candida albicans (strain SC5314 / ATCC MYA-2876)), … | purified Rtt109/Vps75, 4 h | inhibition, % at 34.9 µM | 330,000 compounds, 0.16% hits;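 active = inhibition of at least 50% in every replicate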
# CDK5 inh = inhibitors of human CDK5/p35 kinase, primary screen, biochemical, single concentration. Cyclin-dependent kinase 5 (Homo sapiens) + Cyclin-dependent kinase 5 activator 1 (Homo …. Recombinant CDK5/p35, ADP-Glo luminescence, 60 min. inhibition, % at 10 µM. 330,000 compounds, 0.01% hits. AID 488839, 2010;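 active = highest replicate inhibition of at least 50% and at least 75% of replicates reaching 50%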;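 also: plate controls were DMSO neutral control for no effect and GW8510 at 10 µM for full effect; many of its hits are not listed in these tables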
# The depositor's hits bear a star; x = not tested or not shown.
SMILES,cardiac RTF act,Mot1-301 SUMO,Cardiac RTF inh,PvdQ inh,dFosB act,NSD2 inh,C-LANA FP,Keap1-Nrf2 PPI,PfHsp90 yeast 2,Rtt109 HAT inh,CDK5 inh
COC(=O)c1ccc(C)c(NC(=O)CCSc2ccccc2)c1,-4,5,-4,-8,-3,-1,1.3,2,12,-9,0.6
Cc1c(NC(=O)C2CCCN2S(=O)(=O)c2ccccc2)c(=O)n(-c2ccccc2)n1C (centres undefined),-1,-5,-4,0,-4,0,1.4,-2,-20,4,-0.7
O=C(Nc1nccs1)C(F)(F)C(F)(F)C(F)(F)C(=O)Nc1nccs1,1,-15,-9,12,-2,x,-12,-4,-8,-4,-0.2
CC1CCCCN1CC(=O)Nc1sc2c(c1C#N)CCC2 (centres undefined),1,-12,-7,-14,-5,6,2.7,-5,-24,5,-4.0
Cc1cccc(CSc2nnc(N)n2-c2ccccc2)c1,0,8,-2,-3,-1,1,0.4,4,0,0,-0.3
NC(=O)CC(NC(=O)c1ccccc1)c1ccc(NC2CCCCC2)c([N+](=O)[O-])c1 (centres undefined),-7,5,-5,2,4,x,7.4,-1,-1,0,0.1
Cc1sc2c3ccsc3ccc2[n+]1C,-1,-18,-5,-11,-5,11,-1.2,-12,-10,115*,2.5
CS(=O)(=O)N1CCC(C(=O)Nc2cccc(Cl)c2)CC1,-5,-14,3,23,11,5,0.1,0,4,1,3.8
CCOC(=O)C1CCN(C(=O)CCCn2nc(CC)n3c(cc4occc43)c2=O)CC1,1,15,-6,-10,-2,0,0.5,-1,-9,-16,0.5
CCN(CC)c1ccc(/C=N/N(c2ccccc2)c2ccccc2)c(O)c1,10,-6,1,-9,-3,1,-0.3,-5,0,-7,-1.1
O=c1c2nnn(-c3ccccc3)c2ncn1C/C=C/c1ccccc1,5,5,-7,14,2,x,0.4,0,4,4,1.3
CN(CC(=O)Nc1ccccc1Br)C(=O)CN1CCN(Cc2cccc(Cl)c2)CC1,-2,x,0,-14,-10,1,1.2,3,-6,-3,-2.1
O=C(CNC(=O)c1cncc(Br)c1)Nc1ccc(F)c(F)c1F,2,11,-3,-9,-2,1,-0.8,-3,-10,-25,-0.4
O=C(COc1ccc(Cl)cc1)Nc1ccccc1C(=O)NCc1ccco1,-3,-13,-2,2,0,-2,-0.1,-4,-8,-6,0.9
CCC(C(=O)Nc1cc(C(=O)O)ccc1C)c1ccccc1 (centres undefined),3,7,-5,-20,-1,1,2.5,-3,16,-2,0.5
CCN1C(=O)/C(=C2/C=Cc3ccccc3N2CC)SC1=S,-4,-3,3,-18,3,x,1.1,-2,-8,-4,-0.4
CC(C)(Oc1ccc(Cl)cc1)C(=O)NCC1CCCO1 (centres undefined),-2,-1,4,-6,-1,x,-2.1,0,-16,5,2.7
CCCOc1ccc(C2c3c(oc4cc(C)c(C)cc4c3=O)C(=O)N2CCCN(C)C)cc1OCC (centres undefined),2,-4,0,-12,15,x,-0.8,-5,4,4,-1.3
CCOC(=O)N1CCN(S(=O)(=O)c2cc(OCC(=O)NC3CCCCC3)c(C)cc2Cl)CC1,4,x,-6,-16,-10,-3,-0.8,-2,0,11,-0.5
Cc1ccc(C(=O)N2[C@@H]3CN(C)C(=O)[C@@]2(C)[C@H]2C(=O)N(C)C(=O)[C@@H]32)cc1,0,x,-6,-18,2,x,1.9,-3,-9,-2,-1.5

# 3 entries out of the list, sorted by heavy-atom count, falling.
SMILES,cardiac RTF act,Mot1-301 SUMO,Cardiac RTF inh,PvdQ inh,dFosB act,NSD2 inh,C-LANA FP,Keap1-Nrf2 PPI,PfHsp90 yeast 2,Rtt109 HAT inh,CDK5 inh
CCN(CC)c1ccc(/C=N/N(c2ccccc2)c2ccccc2)c(O)c1,10,-6,1,-9,-3,1,-0.3,-5,0,-7,-1.1
Cc1ccc(C(=O)N2[C@@H]3CN(C)C(=O)[C@@]2(C)[C@H]2C(=O)N(C)C(=O)[C@@H]32)cc1,0,x,-6,-18,2,x,1.9,-3,-9,-2,-1.5
O=C(CNC(=O)c1cncc(Br)c1)Nc1ccc(F)c(F)c1F,2,11,-3,-9,-2,1,-0.8,-3,-10,-25,-0.4

# (next part)
SMILES,cardiac RTF act,Mot1-301 SUMO,Cardiac RTF inh,PvdQ inh,dFosB act,NSD2 inh,C-LANA FP,Keap1-Nrf2 PPI,PfHsp90 yeast 2,Rtt109 HAT inh,CDK5 inh
O=C(O)CNC(=O)/C=C/c1c(Cl)cccc1Cl,-6,11,2,4,-6,-4,2.8,1,6,-3,1.3
CN1CCN(c2ccc(-c3ccc4ccccc4n3)cc2)CC1,2,x,10,-16,4,-7,-1.9,-1,25,3,9.4
COC(=O)C1CCN(C(=O)c2ccc(Cl)c(S(=O)(=O)NCc3cccnc3)c2)CC1,-2,-1,-7,-9,-1,-1,1.4,1,12,2,-1.7
O=C1CSCc2nc3ccccc3n21,-4,x,-6,-22,-1,0,1.7,-1,-10,-3,-1.3
COc1ccc(Cl)cc1NC(=O)CN1CCC(n2nnc3cc(C)ccc32)CC1,-3,-7,1,-16,4,-1,1.1,0,22,-5,1.4
CCn1cc(C(=O)O)c(=O)c2cnc(N3CCN(C(=S)NC(=O)c4ccc(F)c(F)c4)CC3)nc21,5,-1,-4,-10,-4,0,-0.1,-2,-40,-5,1.7
Cc1cc(C)cc(NC(=O)Cn2nnc(C(=O)NCc3ccc(F)cc3)c2N)c1,-3,31,-2,2,58*,0,0.3,1,11,19,2.3
CCN(CC)c1nc2c(c(=O)[nH]c(=O)n2C)n1CCCc1ccccc1,7,-6,-3,-12,2,5,6.5,0,2,2,0.0
COc1cc(OC)c(NC(=O)C(=O)CC(=O)c2ccc(C)cc2C)cc1Cl,1,21,0,8,-9,0,-13,-4,-1,2,-2.2
Cc1nn(-c2ccccc2)nc1C(=O)NNC(=O)c1cccc2ccccc12,-6,-8,0,-3,5,-6,0.9,-1,12,2,1.1
Cc1ccc(NC(=O)C2CCN(S(C)(=O)=O)CC2)cc1,0,-5,-12,-15,9,1,0.7,-1,-2,-3,-0.3
CC(C)C(C(=O)Nc1ccc2c(c1)OCO2)N1C(=O)c2ccccc2C1=O (centres undefined),3,70,-4,-8,-16,2,0.3,1,-4,1,2.3
C=CCn1c(SCC(=O)Nc2nc(C)cs2)nnc1C(CO)NC(=O)c1ccccc1 (centres undefined),-4,1,-4,-7,1,x,-1.6,3,0,12,-0.2
O=C(N/N=C/C=C/c1ccccc1)c1cnccn1,1,-9,-12,-10,-1,0,0.5,-7,0,3,-4.0
COc1nc2ccc(C)cc2cc1-c1noc(-c2cccnc2)n1,4,-25,-3,-14,-28,x,-0.4,-2,-16,-8,-0.1
Cc1ccc(CSc2nnc(-c3cccc(S(=O)(=O)N4CCOCC4)c3)n2C2CCCC2)cc1,-4,48,6,-6,-1,-4,0.6,5,-1,7,-1.4
O=C(O)CCC(=O)N1CCc2cc(S(=O)(=O)NCc3ccc(Cl)cc3)ccc21,6,-5,-10,10,-5,-2,0.4,2,-5,2,-0.2
CCn1c(SCc2ccccc2)nc2ccccc2c1=O,-2,3,4,-11,-1,-4,-0.6,6,-25,5,-0.1
CCOC(=O)N1CCC(NS(=O)(=O)c2ccccc2)CC1,5,-16,-6,-19,-5,-3,-1.2,4,-25,-9,1.8
O=C(NCc1ccncc1)c1nc(-c2cccs2)no1,-2,2,-6,-7,-1,0,1.4,-3,4,-3,-2.1
CCn1c(NCc2ccc3c(c2)OCO3)nc2ccccc21,9,x,-11,0,2,-2,-1.7,-3,58,3,-1.3
Cc1cc(C)n(-c2nnc(C)c(=O)[nH]2)n1,-2,-30,0,-6,-5,-4,2.0,-4,2,1,1.8
O=[N+]([O-])c1cccnc1SCc1c(F)cccc1Cl,-4,154,-4,-6,-1,13,-0.1,-4,0,-6,1.5
COC(CNC(=O)C1CCN(S(=O)(=O)c2ccc3nc4c(c(C(=O)O)c3c2)CC(C)CC4)CC1)OC (centres undefined),-1,42,-1,-4,-6,24,12,-2,2,0,-0.5
Cc1ccc(S(=O)(=O)N(C)c2ccc(NS(C)(=O)=O)cc2)cc1,0,20,-7,-15,0,-2,-0.3,-1,19,6,0.1
COc1ccc(N=Cc2cc(Cl)ccc2O)cc1Cl,-4,84,-4,6,9,4,-0.1,-5,23,0,1.3
CCN(CC)c1nc(N2CCN(CCO)CC2)nc2ccccc12,-2,-4,-1,-6,2,-3,-3.6,2,16,-3,0.7
Cn1c(=O)c2c(SCC(=O)c3ccccc3)nc(C3CC3)nc2n(C)c1=O,6,-4,-8,-8,-18,x,0.8,5,-38,-6,0.3
O=C(Nc1ncccc1O)c1cccc(S(=O)(=O)N2CCCc3ccccc32)c1,-5,2,-5,-8,-11,x,-0.1,-1,-14,-5,-0.5
Cc1ccc(CNC(=O)Cc2ccc(-c3ccccc3)cc2)cc1,1,-11,6,2,2,0,2.5,2,1,-1,2.6
O=C(/C=C/c1cccc(C(F)(F)F)c1)NNC(=O)c1ccncc1,-2,x,8,3,-2,5,0.3,-4,9,-7,-0.9
Cc1ccc(OCCOc2cccc(Br)c2)c([N+](=O)[O-])n1,3,250,-19,-11,1,-3,0.1,7,-4,0,-0.9
O=C1c2cccc3cc([N+](=O)[O-])cc(c23)C(=O)N1CCN1CCCC1,16,x,-21,-14,58*,13,5.5,9,-21,10,0.0
COc1ccc(OC)c(/C=C/C(=O)c2ccc3c(c2)OCO3)c1,7,-1,-4,-10,-3,5,0.2,-1,-42,-1,-0.2
Cc1ccc(Sc2ccc(N)cn2)cc1,x,14,x,-1,-2,2,-2.1,-2,4,18,-0.7
O=C(Nc1ccccc1C(=O)NC(Cc1c[nH]c2ccccc12)C(=O)O)c1ccco1 (centres undefined),2,-1,-3,-2,0,1,-1.0,-3,-1,-2,0.0
CN(Cc1ccccc1)C(=O)COC(=O)CCNC(=O)c1ccccc1Cl,0,25,-3,-9,6,x,-1.1,-3,7,-1,-0.1
Cn1cc(/C=C(\C#N)C(=O)Nc2ccccc2O)c2ccccc21,-1,-14,-12,-8,-15,0,21,0,-10,-8,-0.1
CCOc1ccc(NC(=O)CN(C)C(=O)COc2cccc(CC)c2)cc1OCC,-4,3,1,-5,-9,0,0.0,0,x,2,0.8
